# Assay outcomes (PubChem)
# mIAP inh = blocks mouse intestinal alkaline phosphatase. purified mouse IAP, CDP-Star luminescence, 30 min. inhibition, % at 10 µM. AID 2806. 330,000 compounds, 0.2% hits;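 active = inhibition of at least 40% at 10 µM in the primary screen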;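 also: plate controls were DMSO with enzyme for no effect and no enzyme wells for full effect; values of inactives mirror those of a sister screen read the other way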
# APOBEC3G inh = inhibitors of human APOBEC3G DNA deaminase | Q9HC16 | recombinant A3G, ssDNA deamination FAM/TAMRA fluorescence | inhibition, % at 20 µM | 330,000 compounds, 0.28% hits;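 active = inhibition of at least 40% at 20 µM, with no more than 30% in the related APOBEC3A deaminase screen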;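 also: plate controls were DMSO wells with A3G for no effect and wells lacking A3G enzyme for full effect; some compounds called inactive have numbers as strong as hits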
# mIAP activ = mouse IAP activation; muIAP, CDP-Star luminescence, 30 min; active compounds read high; 1 = vehicle-only enzyme signal, 0 = enzyme-free wells; activation factor at 10 µM; 330,000 compounds, 0.24% hits; AID 2805;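 active = activation factor of at least 2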; also: the source names both 10 and 20 µM as test concentration; values of inactives mirror those of a sister screen read the other way
#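 Assay system: mouse IAP enzyme; Reagent: CDP-Star chemiluminescent phosphatase substrate; Compound: DMSO-dissolved test compounds; Incubation: 30 min, room temperature; Technique: luminescence from enzymatic CDP-Star hydrolysis; Controls: DMSO-only wells and no-enzyme negative control.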
# hIAP inh = blocks human intestinal alkaline phosphatase; inhibition, % at 10 µM; purified IAP, CDP-Star luminescence, 30 min; 330,000 compounds, 0.12% hits; P09923;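 active = inhibition reaching a set limit with compound at 10 µM in the primary screen, cut at about 35% in these data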;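 also: plate controls were DMSO wells with enzyme for no effect and no-enzyme buffer wells for full effect; values of inactives mirror those of a sister screen read the other way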
# Target sequence (P09923 whole entry, looked up): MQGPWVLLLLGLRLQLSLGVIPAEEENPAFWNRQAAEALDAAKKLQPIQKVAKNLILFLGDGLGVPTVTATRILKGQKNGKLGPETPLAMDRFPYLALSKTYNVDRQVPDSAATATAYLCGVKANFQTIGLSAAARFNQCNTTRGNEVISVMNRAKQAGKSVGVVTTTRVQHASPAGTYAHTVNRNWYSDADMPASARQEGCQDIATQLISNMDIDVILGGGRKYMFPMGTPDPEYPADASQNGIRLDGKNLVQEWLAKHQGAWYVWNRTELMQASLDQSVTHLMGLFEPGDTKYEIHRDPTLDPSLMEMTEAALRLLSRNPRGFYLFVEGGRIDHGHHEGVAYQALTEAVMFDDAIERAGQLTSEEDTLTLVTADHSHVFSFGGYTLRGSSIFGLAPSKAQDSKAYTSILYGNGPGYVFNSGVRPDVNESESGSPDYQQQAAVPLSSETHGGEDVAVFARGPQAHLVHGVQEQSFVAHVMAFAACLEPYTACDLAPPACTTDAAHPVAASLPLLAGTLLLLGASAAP
# APOBEC3A inh = blocks human APOBEC3A ssDNA deamination. P31941. recombinant A3A, FAM/TAMRA ssDNA deamination fluorescence. inhibition, % at 20 µM. 330,000 compounds, 0.41% hits. AID 493011;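 active = at least 40% inhibition at 20 µM here, with at most 30% in a related deaminase screen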;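 also: plate controls were A3A with DMSO for no effect and wells lacking A3A enzyme for full effect; some results filed as inactive read as strong as hits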
# Target sequence (P31941 whole entry, looked up): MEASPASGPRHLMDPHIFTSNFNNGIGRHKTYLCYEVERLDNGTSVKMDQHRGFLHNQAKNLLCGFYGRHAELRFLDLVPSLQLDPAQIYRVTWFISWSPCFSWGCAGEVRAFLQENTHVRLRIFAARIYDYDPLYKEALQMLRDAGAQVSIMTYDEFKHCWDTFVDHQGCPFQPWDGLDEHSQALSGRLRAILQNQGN
# beta cell repl = MIN6 beta-cell proliferation induction. MIN6 cells proliferation, ATPlite luminescence, 48 h; cells starved in 0.2% serum; 100% = growth in 10% serum. proliferation, % at 10 µM. 330,000 compounds, 0.29% hits;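 active = compounds whose signal lies at least 3.5 SD above the mean of all wells on their plate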;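 also: 0% = DMSO-treated cells in low-serum medium and 100% = 10% serum control; some compounds called inactive have numbers as strong as hits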
# NALP3 yeast inh = blocks the NALP3 inflammasome reconstituted in yeast; Yeast reconstituted NLRP3/ASC/caspase-1, beta-gal luminescence, 24 h; inhibition, % at 10 µM; 330,000 compounds, 0.39% hits;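 active = inhibition of 50% or more; inactive = inhibition below 50%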;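 also: plate controls were induced DMSO wells for no effect and uninduced yeast grown without galactose for full effect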
# TIM10 inh = TIM10 yeast growth inhibition. S. cerevisiae TIM10 strain growth, BacTiter-Glo luminescence, 24 h. inhibition, % at 10 µM. 330,000 compounds, 1.4% hits;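 active = inhibition of 40% or more at the single tested concentration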;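 also: wild-type TIM10 isogenic control strain grown at permissive 25 °C; 0% = DMSO yeast wells and 100% = minimal medium wells without yeast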
# tim10-1 inh = growth inhibitors of tim10-1 mutant yeast | S. cerevisiae tim10-1 ts strain growth, BacTiter-Glo, 24 h | inhibition, % at 20 µM | 330,000 compounds, 2.2% hits | AID 463190;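 active = inhibition of at least 40%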;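 also: mutant grown at 25 °C; 0% = DMSO wells with yeast and 100% = wells holding no yeast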
# An asterisk follows results filed as active.
compound,mIAP inh,APOBEC3G inh,mIAP activ,hIAP inh,APOBEC3A inh,beta cell repl,NALP3 yeast inh,TIM10 inh,tim10-1 inh
Cc1onc(-c2ccccc2)c1C(=O)NCC(=O)Nc1cc(Cl)ccc1Cl,-15,-5,1.1,15,-4,5,20,26,14
CN(CC(=O)Nc1ccc(N2CCOCC2)cc1)C(=O)c1cn(-c2ccccc2)nc1-c1ccccc1,-18,-5,1.2,-8,-3,0,4,2,-15
CCN(CC)C(=O)Cn1cc(/C=C(\C#N)C(=O)NC2CC2)c2ccccc21,4,0,0.96,4,1,0,18,0,-5
CC(=O)c1cccc(NC(=O)CCCCCn2nnc3ccccc3c2=O)c1,-7,-2,1.1,2,3,-2,11,-17,20
COc1cccc(-c2cc3nc(-c4ccccc4)cc(=O)n3[nH]2)c1,9,-11,0.91,-2,-6,-6,16,-2,3
CCCN(CCC)S(=O)(=O)c1ccc(C(=O)N2CCC(=O)c3ccccc32)cc1,4,0,0.96,-6,-4,-3,23,13,14
CCOC(=O)c1c(C)noc1-c1ccco1,5,-2,0.95,-15,0,-1,11,-7,-15
O=C(CCCn1c(=O)oc2ccccc21)N1CCN(c2ccccn2)CC1,7,-6,0.93,2,-4,-1,5,11,3
O=C(Cn1cc([N+](=O)[O-])cn1)Nc1ccccn1,-3,-7,1,-9,-1,-1,4,-7,13
CC(=O)Nc1ccc([N+](=O)[O-])c(CS(=O)(=O)c2ccc(C)cc2)c1[N+](=O)[O-],6,-4,0.94,2,12,0,23,20,-11
COc1ccccc1CCNC(=O)c1cnccn1,-4,-5,1,9,-6,-1,-7,-10,4
CCc1ccc(NC(=O)c2ccc(C3SCC(=O)N3CCc3ccccc3)cc2)cc1 (stereo not given),6,-3,0.94,6,0,-4,2,20,29
CCOc1ccccc1C(=O)NC(C(=O)Nc1cccc(S(N)(=O)=O)c1)C(C)C (stereo not given),2,-10,0.98,-2,-2,2,7,7,5
CCc1cccc2c(=O)c(C(=O)NCCN3CCOCC3)c[nH]c12,-3,0,1,22,3,-1,-20,-5,10
COc1ccc(-c2cc(C)no2)cc1S(=O)(=O)N(C)c1ccc(C)cc1,2,-8,0.98,-21,-6,-1,19,-22,45*
CC1CCN(C(=O)c2[nH]cnc2C(=O)NCCCCCNC(=O)OC(C)(C)C)CC1,7,-4,0.93,-20,4,-2,2,-2,3
COc1ccc(N(C)C(=O)Cn2c(=O)oc3ccccc32)c(OC)c1,-5,4,1.1,-4,1,-3,6,4,3
O=C(NCc1ccccc1)/C(=C/c1ccccc1)NC(=O)c1ccco1,-5,-2,1,-21,-1,0,14,-11,7
CCOc1ccccc1NC(=O)Nc1ccncc1,-8,-4,1.1,-5,-1,2,3,7,19
CCC(=O)N1CCN(c2ccccc2NC(=O)c2ccc(OC)c(Cl)c2)CC1,10,0,0.9,16,3,0,4,-15,-20
C(=N\Nc1nn[nH]n1)/c1ccccc1,3,-3,0.97,-7,-3,-3,14,-2,-10
CCOc1ccc(/C=N/Nc2cc(C)nc(N3CCOCC3)n2)cc1,-4,-8,1,-4,-3,-1,26,3,-3
COc1ccc(/C(O)=C2/C(=O)C(=O)N(c3ncccn3)C2c2ccc(F)cc2)cc1 (stereo not given),-12,-7,1.1,-10,-4,1,19,-40,-11
COc1ccc(S(=O)(=O)N2CCCCC2)cc1NC(=O)COC(=O)c1ccco1,-2,-4,1,0,-5,-1,-2,8,22
Cc1ccc(NC(=O)CSCc2cc(=O)n3cc(C)sc3n2)c(C)c1,0,-5,1,-15,-3,0,4,9,19
CNC(=O)COC(=O)C1CCN(S(=O)(=O)c2ccc3c(c2)OCCO3)CC1,5,-9,0.95,8,-1,-3,6,-3,-6
CCOC(=O)c1cnc(Nc2nc3ccccc3o2)nc1CSC(=S)N(CC)CC,11,-3,0.89,-7,-1,-3,20,13,14
CSc1ncc(C(=O)Nc2ccccc2C)c(C)n1,7,-8,0.93,-16,0,2,15,3,12
O=C(NC1CCCCC1)OCCN1CCN(Cc2ccccc2)CCC1=O,-2,-8,1,0,-5,2,11,-4,-16
CCOc1ccc(NC(=S)N2C3CCCC2CC(NC(=O)C2CC2)C3)cc1 (stereo not given),-5,-8,1,6,-2,-2,24,-15,8

# Arranged by molecular weight (highest first): 3 of the compounds above.
compound,mIAP inh,APOBEC3G inh,mIAP activ,hIAP inh,APOBEC3A inh,beta cell repl,NALP3 yeast inh,TIM10 inh,tim10-1 inh
COc1ccc(/C(O)=C2/C(=O)C(=O)N(c3ncccn3)C2c2ccc(F)cc2)cc1 (stereo not given),-12,-7,1.1,-10,-4,1,19,-40,-11
CCOc1ccccc1NC(=O)Nc1ccncc1,-8,-4,1.1,-5,-1,2,3,7,19
C(=N\Nc1nn[nH]n1)/c1ccccc1,3,-3,0.97,-7,-3,-3,14,-2,-10

# Continued.
compound,mIAP inh,APOBEC3G inh,mIAP activ,hIAP inh,APOBEC3A inh,beta cell repl,NALP3 yeast inh,TIM10 inh,tim10-1 inh
NC1=NC[C@@H](Cc2ccc(O)cc2)N1CC1CCCCC1,6,4,0.94,0,-2,4,7,0,3
COc1ccc(C2=NOC(Cn3nc(C(=O)NCc4ccco4)cc3-c3ccccc3)C2)cc1 (stereo not given),-8,-8,1.1,2,1,2,16,0,19
CC1(C)OC(=O)C(=CSc2ccc(C(C)(C)C)cc2)C(=O)O1,6,-1,0.94,14,3,-3,19,0,9
CSc1ccccc1NC(=O)CN1CCCCC1C (stereo not given),1,-5,0.99,6,0,2,-5,-2,-1
Cc1nc2cc(NC(=O)C3COc4ccccc4O3)ccc2s1 (stereo not given),-8,5,1.1,5,39,-1,5,-23,4
CN(C(=O)C1CC1)C1CCS(=O)(=O)C1 (stereo not given),10,-6,0.9,-2,-1,3,6,-8,-31
CC1CCCN(c2nc3c(c(=O)n(C)c(=O)n3C)n2CCSc2nc3ccccc3o2)C1 (stereo not given),-1,-4,1,-15,-2,-2,19,-13,21
Cc1cc(/C=C2\NC(=S)NC2=O)c(C)n1-c1cccnc1,8,-1,0.92,18,4,-3,6,-14,-4
O=C(c1ccco1)N1CCN(C(=O)C2CCCN(S(=O)(=O)Cc3ccccc3)C2)CC1 (stereo not given),-4,1,1,22,0,-1,6,-4,18
COC(=O)C(CCCCNC(=O)OCc1ccccc1)NC(=O)CN (stereo not given),4,-6,0.96,-7,-7,-2,14,7,4
COc1ccc(C(=O)COC(=O)CCN=C2NS(=O)(=O)c3ccccc32)cc1OC,-7,2,1.1,8,5,3,-2,5,11
CC(=O)Nc1ccc(S(=O)(=O)N2CCN(S(=O)(=O)N3CCCCCC3)CC2)cc1,-8,-5,1.1,13,-4,-1,17,6,5
Cc1cccc(C)c1NC(=O)CN1CCN(CC(=O)c2cc(C)n(C3CC3)c2C)CC1,-8,-9,1.1,-12,-5,-3,2,4,-17
COc1ccc(NC(=O)c2ccc3c(=O)n(Cc4ccco4)c(=S)[nH]c3c2)c(OC)c1,45*,6,0.55,-13,5,-5,1,16,26
CCOc1ccc(-n2c(C)cc(/C=N\NC(=O)CC(=O)NC3CCCCC3)c2C)cc1,17,-5,0.83,9,-3,-2,15,9,3
Cc1ccc(OCCN(C)C(=O)C2CCC(=O)N(CC3CCCCC3)C2)cc1 (stereo not given),1,-3,0.99,-2,1,2,23,-15,26
CC(C)SCC(=O)Nc1ncc2c(n1)-c1ccccc1CC2,-12,14,1.1,7,12,1,4,-12,-15
CCCC(=O)N(Cc1cc2cc(C)ccc2[nH]c1=O)c1ccccc1OC,8,-2,0.92,4,1,-2,22,13,10
COc1ccc(/C=N/NC(=O)c2ccn[nH]2)cc1Cn1nc(C)c([N+](=O)[O-])c1C,-1,11,1,-60,2,-1,8,8,21
CC(O)CNC12CC3CC(CC(C3)C1)C2 (stereo not given),-2,-7,1,-2,-1,1,9,1,-8
Cc1cc(NC(=O)c2coc(=O)c(Br)c2)ccc1C(C)C,14,-8,0.86,-30,-2,-4,17,23,32
CCOc1ccc(N2C(=O)Cc3ccccc3C2=O)cc1,-4,2,1,-7,1,-3,9,8,4
COC(=O)C(OC(=O)c1ccccc1)C(C)Br (stereo not given),0,-2,1,17,0,-4,7,-4,-13
CC(C)(C)c1cc(C(=O)NCc2cc(F)cc3c2OCOC3)n(Cc2ccccc2)n1,-49,-8,1.5,1,-3,-3,14,18,25
Cc1ccc(-n2ncc(Cl)c2C(=O)NCc2ccccc2)cc1,2,3,0.98,24,2,-5,20,11,35
COc1ccc(NC(=O)C(=O)NCCC2=CCCCC2)c(OC)c1,2,1,0.98,16,2,0,10,4,11
Cc1ccc(S(=O)(=O)NCCC2(C(C)C)CCOC(C)(C)C2)cc1 (stereo not given),2,-5,0.98,-4,-2,-1,19,9,12
NC(=O)C1CCCN(C(=O)c2ccc3nc(Cc4cccc(Cl)c4)oc3c2)C1 (stereo not given),5,-7,0.95,18,-4,-1,3,7,26
N=C1/C(=C/c2ccc(-c3cccc(C(=O)O)c3)o2)C(=O)N=C2SC=C(c3ccccc3)N12,38,30,0.62,24,27,-6,19,24,13
Cc1ccc(C(=O)NC(C)c2ccc(-n3ccnc3)cc2)cc1S(=O)(=O)N1CCOCC1 (stereo not given),4,-6,0.96,-3,-2,4,15,-3,7
CCO[C@@H]1OC(C(=O)Nc2ccccc2)=C[C@H](c2ccc(Br)cc2)[C@H]1CCCO,6,-4,0.94,-4,0,-5,10,13,27
COc1cccc(/C=N/NC(=O)CCn2nnc3ccccc32)c1,4,-2,0.96,14,0,-4,23,7,-1
Cc1cc(C)n(S(=O)(=O)c2cccc(Cl)c2Cl)n1,-14,-4,1.1,-3,-3,-2,-41,6,6
Cc1ccc(-c2nnn(CCOc3cccc(Br)c3)n2)cc1,6,-2,0.94,24,-1,-1,1,-1,5
COc1ccc(NC(=O)CN(C)C(=O)CC2CCCCC2)cc1,10,-4,0.9,16,-2,4,10,-6,-2
c1ccc(C[C@H]2CN=C(Nc3ccccc3)N2CCC2CCCC2)cc1,-10,18,1.1,2,1,-8,33,10,16
CCOC(=O)C(C)Oc1cccc2c(=O)n(CC(=O)NCc3ccc(F)cc3)ccc12 (stereo not given),2,-9,0.98,-5,2,-6,0,-13,4
COc1ccccc1C1c2[nH]c3ccccc3c2C[C@H]2C(=O)N(C3CCN(Cc4ccccc4)CC3)CC(=O)N12 (stereo not given in full),1,-6,0.99,-4,-2,-7,7,-14,4
O=C(NCCCN1CCOCC1)c1ccc2c(=O)n(Cc3ccc(Cl)cc3)c(=S)[nH]c2c1,0,-1,1,-12,-1,-8,21,7,0
O=C(NCc1cccs1)c1ccc(Br)o1,7,-9,0.93,8,-2,-4,6,5,-13
Cc1cc(C)cc(OCC(=O)Nc2nc(-c3cccnc3)cs2)c1,12,7,0.88,-29,-3,-1,20,-8,10
Cc1cccc(-n2c(O)c(C=Nc3cccc(O)c3)c3ccccc3c2=O)n1,-4,-8,1,-3,-6,-3,-12,10,-5
CC(=O)c1ccc(NC(=O)C(C)OC(=O)c2cccc(-n3cnnn3)c2)cc1 (stereo not given),4,-7,0.96,13,0,-3,2,3,-29
Cc1ccc(Cn2c(C(=O)NCCCN3CCOCC3)cc3sccc32)cc1,-3,-7,1,14,-3,2,9,5,15
CCOC(=O)N1CCC(n2c(=S)[nH]c3ccccc3c2=O)CC1,0,-5,1,6,2,-3,-2,24,29

# Rows were taken by chance; about 4.6% have a hit in one of these screens.
